Compound activity as filed in PubChem.
EBV gp42 inh = EBV gp42 inhibition; Fluorescence polarization binding assay, mP read-out; inhibition, % (tested at 21.74 µM); 220,000 compounds, 0.42% hits; AID 1085; in the data active = inhibition above about 50%
Target sequence (Q1HVG2 whole entry, looked up): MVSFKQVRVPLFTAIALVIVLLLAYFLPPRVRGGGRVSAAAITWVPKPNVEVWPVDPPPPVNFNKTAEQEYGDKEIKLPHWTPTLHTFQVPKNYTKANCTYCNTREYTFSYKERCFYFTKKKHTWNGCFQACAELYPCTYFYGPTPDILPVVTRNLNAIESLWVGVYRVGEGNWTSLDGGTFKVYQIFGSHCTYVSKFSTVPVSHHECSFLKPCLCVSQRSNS
Tb hexokinase = blocks Trypanosoma brucei hexokinase 1 activity. recombinant TbHK1, G6PDH-coupled NADH A340. inhibition, % at 10 µM. 220,000 compounds, 0.11% hits. AID 1430;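 active = inhibition of 50% or more in the single-dose primary screen; inactive = inhibition below 50%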
Thrombin inh = inhibitors of human thrombin; P00734; alpha-thrombin, Boc-VPR-AMC fluorogenic substrate cleavage; inhibition, % at 5 µM; 220,000 compounds, 0.26% hits; AID 1046;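 active = inhibition at or above 40%; inactive = inhibition below 40%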;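 also: 0% = enzyme with no compound and 100% = wells without enzyme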
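System: human alpha-thrombin protein; Compound dosing: one concentration per compound, 5 µM, with 0.2% DMSO; Timing: reaction at room temperature; Technique: AMC fluorescence, 355/460 nm; Controls: enzyme without compound as high, wells lacking enzyme as low.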
m-calpain inh = blocks pig calpain II enzyme activity; 220,000 compounds, 0.37% hits; inhibition, % at 16 µM; purified calpain II, fluorogenic peptide substrate, 30 min; AID 1236;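 active = inhibition above about 50%, limit read from the data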
Cl transport mod = KCC2 (human) Cl- transport modulation; KCC2 cells, thallium flux FluoZin-2 fluorescence; B-score of Tl+ flux slope (higher = more flux/activation; lower = inhibition) at 10 µM; 190,000 compounds, 2.2% hits;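 active = thallium flux slope and its plate-corrected score both differing from the plate sample mean at a set confidence after two filtering rounds, in either direction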;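 also: slope of fluorescence scaled to starting intensity during 10 to 20 s after thallium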
Furin inhibitor = blocks human furin protease activity; P09958; purified furin, fluorogenic substrate cleavage; inhibition, % at 30 µM; 220,000 compounds, 0.061% hits; AID 463115; in the data active = inhibition above about 25%; also: inactives centre near -15
Target sequence (P09958 108-714 limits assumed): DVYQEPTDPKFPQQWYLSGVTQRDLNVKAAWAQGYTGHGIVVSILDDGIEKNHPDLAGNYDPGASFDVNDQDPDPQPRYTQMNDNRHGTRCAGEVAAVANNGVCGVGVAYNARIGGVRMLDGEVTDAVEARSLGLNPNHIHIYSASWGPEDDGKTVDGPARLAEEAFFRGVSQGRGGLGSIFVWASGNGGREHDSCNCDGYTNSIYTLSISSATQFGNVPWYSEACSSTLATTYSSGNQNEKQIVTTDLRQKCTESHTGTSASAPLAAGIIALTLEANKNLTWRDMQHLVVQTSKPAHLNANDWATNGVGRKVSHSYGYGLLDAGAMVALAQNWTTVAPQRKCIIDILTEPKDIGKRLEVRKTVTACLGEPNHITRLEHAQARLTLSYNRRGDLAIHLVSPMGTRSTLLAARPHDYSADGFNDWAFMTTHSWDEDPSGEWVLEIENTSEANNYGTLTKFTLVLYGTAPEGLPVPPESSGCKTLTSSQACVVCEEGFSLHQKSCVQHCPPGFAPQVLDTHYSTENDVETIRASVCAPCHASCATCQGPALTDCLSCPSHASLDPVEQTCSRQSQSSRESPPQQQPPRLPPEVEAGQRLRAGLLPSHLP
TRPN1 ag = zebrafish TRPN1 (NompC) channel agonism | HEK293 zebrafish TRPN1-YFP, Fluo-8 calcium fluorescence; 100% = response to 87 µM carbachol | activation, % at 3 µM | 220,000 compounds, 0.18% hits | AID 1424;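 active = activation above its plate's cutoff, the mean activation of test wells on that plate plus 3 SD, cut at about 19% in these data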;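 also: 0% = DMSO alone and 100% = 87 µM carbachol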
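Material – zebrafish TRPN1-YFP in HEK293 cells · Doses – 3 µM single point · Schedule – dye 1 h 37 °C plus 30 min RT · Signal – Fluo-8 calcium fluorescence, excitation 470-495 nm, emission 515-575 nm · Read-out – % activation versus carbachol response · Control set – carbachol high, DMSO low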
TRPML3 agonist = human mucolipin-3 channel agonism. Q8TDD5. HEK293 TRPML3-YFP, Fluo-8 calcium fluorescence; 100% = the carbachol control signal. activation, % at 3 µM. 220,000 compounds, 0.29% hits;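 active = activation above its plate's cutoff, the mean activation of the plate's test wells plus 3 SD, cut at about 12% in these data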;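 also: 0% = DMSO only wells and 100% = carbachol wells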
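system = HEK293 cells stably carrying human TRPML3-YFP | doses = one concentration, 3 µM nominal, 0.3% DMSO | timing = dye loading 1 h 37 °C then 30 min ambient, 125 s read | detection = Fluo-8 calcium dye fluorescence, ex 470-495, em 515-575 nm | benchmarks = high control carbachol 87 µM, low control DMSO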
PPC-1+TRAIL kill = PPC-1 cancer cell killing with TRAIL present; PPC-1 cells + TRAIL, ATPLite viability luminescence; cell killing (% activity), % at 4 µM; 220,000 compounds, 0.41% hits; AID 1443;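 active = cell killing above 50% in the first pass at 4 µM, then a duplicate retest at 5 µM averaging 50% or more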;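 also: plate controls were cells with TRAIL plus DMSO for no effect and medium-only wells lacking cells for full effect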
An asterisk follows results filed as active; i = inactive; . = no result given; [ ] = dose if it differs, or a comment.

SMILES	EBV gp42 inh	Tb hexokinase	Thrombin inh	m-calpain inh	Cl transport mod	Furin inhibitor	TRPN1 ag	TRPML3 agonist	PPC-1+TRAIL kill
CCCn1nc2cc(C(=O)NCc3ccc(OC(F)(F)F)cc3)ccc2c1OCC	-3	-6	-2	i	0.14	3[20 µM]	-1.4	-0.1	31
Cc1ccc(NC(=O)c2noc3c2CCc2ccccc2-3)cc1	1	-5	0	-6	.	-9[20 µM]	1.4	0.5	-9
CC1CCCN(S(=O)(=O)c2ccc(NC(=O)CN3CCN(C)CC3)cc2)C1 (stereo not drawn)	-8	3	-5	-5	-1	-11	2.0	0.7	11
COc1cccc(CN2CCNC(=O)C2CC(=O)NC2Cc3ccccc3C2)c1 (stereo not drawn)	11	2	-3	-40	-0.45	-16	0.6	0.1	15
OCC1(CCc2ccccc2)CCN(Cc2cc(Cl)ccc2O)CC1	0	-1	-6	8	-0.56	-15	1.3	1.3	2
CC(=O)NCCn1c(SCC(=O)NCCC2=CCCCC2)nc2ccccc2c1=O	-9	4	2	13	-0.73	-4	1.9	0.3	11
FC(F)Sc1ccc(NC(=S)NC2CCCC2)cc1	-3	3	-26	13	-0.36	-26	17	12*	13
Cn1c(/C(C#N)=N/O)nc2ccccc21	-16	-22	-1	-15	0.25	-21[20 µM]	1.2	-0.6	20
CC(=O)Nc1ccc(/C=C/C(=O)c2ccccc2)cc1	-25	-41	0	-23	-1.4	-16	0.5	0.0	7
O=C(Cn1cnc2ccccc2c1=O)Nc1ccc2c(c1)OCCO2	-25	-1	1	10	.	-21	0.2	0.6	7
CCC(=O)Nc1c(S(=O)(=O)c2ccc(C)cc2)c2nc3ccccc3nc2n1C(C)c1ccccc1 (stereo not drawn)	19	-11	-2	-149	1	-9	-2.1	-0.7	3
O=C(NC(=S)Nc1cc([N+](=O)[O-])ccc1Cl)c1ccccc1	-6	-8	-6	21	11*	-20[20 µM]	-0.3	1.0	16
CC(C)NC(=O)C(=O)NCCCOC(C)C	-11	-1	0	-4	0.03	-31	1.9	0.8	18
CCOc1ccc(/C=N/NC(=O)c2cc(-c3cccn3C)n[nH]2)cc1	-2	2	-3	14	-0.77	-15	-0.4	0.1	24
COC(=O)c1cn(C(=O)OC)c2ccccc12	-12	9	-1	20	.	-19[20 µM]	-0.7	-0.3	-3
CCOC(=O)COc1c(OC)cc(Cl)cc1C1Nc2ccccc2C(=O)N1c1ccc(F)cc1 (stereo not drawn)	-19	-2	2	i	0.041	-22[20 µM]	-2.0	-1.1	15
Cc1c(-c2ccc(F)cc2)nc(N)c(C#N)c1-c1ccco1	-18	12	5	-88	-1.3	-11	1.0	-1.2	9
CC/C(=N\NC(=O)c1ccc(CN(C)S(=O)(=O)c2ccc(C)cc2)cc1)c1ccc(OC(F)F)cc1	0	8	-10	2	0.29	-16	0.4	0.8	14
CCc1ccc2[nH]c3nc(C)cc(C)c3c(=O)c2c1	-6	22	-9	-105	0.6	-14	-1.7	0.2	14
N#CCCSCc1ccc(OCC(=O)O)cc1	-7	-5	-3	-31	-0.043	-20[20 µM]	0.0	0.6	6
O=C(Cc1cccs1)N/N=C/C=C/c1ccco1	34	-45	-4	-51	0.041	-3	0.3	0.4	16
CCOC(=O)Cc1nnc(NC(=O)COc2ccc(F)cc2)s1	-10	-2	-6	-11	0.055	-17[20 µM]	2.4	0.8	-13
CCCCCOCC1CC(C/C(C)=N/NC(N)=S)C(=O)O1 (stereo not drawn)	-8	-1	-2	22	0.79	-18	0.3	0.2	-16
COC(=O)/C(=C/c1cn(C(C)=O)c2ccccc12)[N+](=O)[O-]	-1	1	-7	7	-0.0024	-18	1.3	0.1	-2
O=C(O)CCC(=O)NC1CCCCC1	-10	2	4	-27	0.33	-15[20 µM]	2.1	0.8	16
COc1ccc(NC(C)=O)cc1C	-20	-1	10	-25	-0.05	-30	2.3	0.5	0
O=C(CCN1C(=O)c2ccccc2C1=O)Nn1cnnc1	-15	3	-1	-19	1.4	-14	2.8	0.2	-1
COc1cccc(C2CC(c3ccccc3)=NN2S(=O)(=O)c2ccc(C)cc2)c1OC (stereo not drawn)	22	-2	1	-23	0.31	-14	1.0	1.0	18
CN(C)Cc1cccc([N+](=O)[O-])c1O	-14	-7	-2	-5	-0.88	-17	1.5	0.7	8
CC(=O)N(C)C(c1ccc(N(C)C)cc1)c1nnnn1-c1c(C)cccc1C (stereo not drawn)	-3	3	-5	-5	-0.2	-27	1.1	0.0	14
O=C(CN1C(=O)c2ccccc2C1=O)OC(C(=O)c1ccc(Cl)cc1)c1ccccc1 (stereo not drawn)	3	-9	0	42	1.2	-16	1.3	-0.2	-14
Cc1ccc(-n2cc(CN3CCN(C(=O)c4ncn[nH]4)CC3)c(-c3ccc(F)cc3)n2)cc1	-8	-16	-2	-17	1.1	3	-1.7	-0.7	23
CC(C)(C)C(=O)NC(=S)Nc1sc2c(c1C#N)CCCCC2	6	-1	-2	8	-0.023	-13	-0.8	0.5	14
O=C(c1ccccc1)N1CCN(CC(O)COC2CCCCC2)CC1 (stereo not drawn)	7	-6	12	-11	-0.17	-9	1.8	0.5	-24
COc1ccc(C(O)P(=O)(OCc2ccccc2)c2ccc(N(C)C)cc2)cc1 (stereo not drawn)	11	0	0	9	1.9	-18	-1.4	-0.5	8
C/C=C(\C)C(=O)NCCN1C2=NC[C@@H](C)N2C[C@H]1Cc1ccc(O)cc1	-10	-1	2	-8	-0.57	-42	0.7	0.2	-2
CCOC(=O)C(CCC#N)(CCC#N)C(=O)OCC	-14	3	2	-16	-0.017	-31	1.7	-0.2	-9
CCOC(=O)CCNC(=O)N1CCCC(CCC(=O)N(C)CCc2ccccn2)C1 (stereo not drawn)	-4	2	-9	-5	0.99	-14	-3.0	0.0	8
CCOc1ccc(CC(=O)NNC(=O)NC2CCCCC2)cc1	1	3	-1	5	0.17	-16	0.0	-0.1	23
COc1cc(Br)cc2cc(C(=O)N3CCN(C(=O)c4ccco4)CC3)c(=O)oc12	-10	-7	5	12	.	-11	-0.3	0.2	2
COc1ccc(CCNC(=O)c2ccc(Cl)cc2Cl)cc1OC	-12	-10	-5	-8	.	-25	2.1	-0.5	1
C/C(CC(=O)NC12CC3CC(CC(C3)C1)C2)=N\NC(=O)c1ccc(C)cc1	-10	-7	-9	-23	0.035	-31	-0.1	0.1	0
Cc1cc(C)c2sc(N(CCCN(C)C)C(=O)CN3C(=O)c4ccccc4C3=O)nc2c1	2	13	0	-43	0.29	-11	2.4	2.2	20
Cc1ccc2nc(C(=O)O)c(C(=O)O)nc2c1	-19	-29	-11	-4	.	-11[20 µM]	0.2	0.3	13
O=C(Nc1ccc2c(c1)nc1n2CCSC1)c1ccccc1	-13	4	5	-27	-1.4	-9[20 µM]	0.8	0.8	57*[5 µM]
NC(=O)c1ccc(Oc2ccc(C(N)=O)cc2)cc1	-8	3	3	-18	-0.56	-20	0.2	0.4	-21
CC(C)Cc1cc(C(=O)Nc2ccc(Br)cc2)no1	-10	-17	4	-14	-0.11	-16	1.5	1.8	14
O=C1N=c2ccccc2=C1c1sc(=O)[nH]c1O	-11	-14	3	15	-0.076	-9	-3.0	-1.5	17
CCC(=O)Nc1c(C(=O)N2CCN(c3ccccn3)CC2)cnn1-c1ccc(C)cc1	-2	0	-3	-20	-1.1	-9	1.8	0.9	10
O=C(Nc1ccc(F)cc1F)c1c(C(F)(F)F)ccnc1Oc1ccccc1	-10	-3	-1	-15	-0.25	-22	-2.2	-0.9	8

Part of the list above, as labelled records:
C/C(CC(=O)NC12CC3CC(CC(C3)C1)C2)=N\NC(=O)c1ccc(C)cc1
  EBV gp42 inh: -10
  Tb hexokinase: -7
  Thrombin inh: -9
  m-calpain inh: -23
  Cl transport mod: 0.035
  Furin inhibitor: -31
  TRPN1 ag: -0.1
  TRPML3 agonist: 0.1
  PPC-1+TRAIL kill: 0

CC(C)Cc1cc(C(=O)Nc2ccc(Br)cc2)no1
  EBV gp42 inh: -10
  Tb hexokinase: -17
  Thrombin inh: 4
  m-calpain inh: -14
  Cl transport mod: -0.11
  Furin inhibitor: -16
  TRPN1 ag: 1.5
  TRPML3 agonist: 1.8
  PPC-1+TRAIL kill: 14

Cc1ccc2nc(C(=O)O)c(C(=O)O)nc2c1
  EBV gp42 inh: -19
  Tb hexokinase: -29
  Thrombin inh: -11
  m-calpain inh: -4
  Cl transport mod: .
  Furin inhibitor: -11[20 µM]
  TRPN1 ag: 0.2
  TRPML3 agonist: 0.3
  PPC-1+TRAIL kill: 13

(cont.)
SMILES	EBV gp42 inh	Tb hexokinase	Thrombin inh	m-calpain inh	Cl transport mod	Furin inhibitor	TRPN1 ag	TRPML3 agonist	PPC-1+TRAIL kill
CCOC(=O)c1sc(NC(=O)CSc2nc3c(cc2C#N)CCCCCC3)c(C#N)c1C	-3	-2	-8	-1	-0.39	-26	-0.1	0.1	-3
CCSc1nnc(NC(=O)C2CC(=O)N(Cc3ccc(C)cc3)C2)s1 (stereo not drawn)	-6	-4	-1	-19	0.49	-24	1.1	1.0	11
CCOC(=O)C(NC(=O)Nc1ccc(Cl)cn1)(Oc1ccc(F)cc1)C(F)(F)F (stereo not drawn)	-8	-5	-4	23	-0.15	-14	0.6	0.0	0
Cc1c(F)cccc1NS(=O)(=O)c1ccc2c(c1)NC(=O)CO2	-11	5	-5	5	0.22	-31	1.7	0.2	-4
CC1(C)c2ccccc2-n2c1cc1oc(=O)cc(O)c1c2=O	-11	-22	-7	47	-2.1	-22	-2.3	-0.9	16
COc1ccc(NC(=O)CSc2ccc(C)cc2)cc1	-3	1	-1	26	-1	-18[20 µM]	-1.0	-1.4	32
COc1ccc(-c2ccc(-c3noc(C4CCCCC4)n3)c(OC)n2)cc1	-28	-8	0	-120	-0.12	-56	1.8	0.8	2
Cc1noc(C(=O)Nc2sc3c(c2C#N)CCC3)c1Cl	-17	-11	-7	16	.	-18	1.1	0.7	24
CCCn1c(C(C)NC(C)=O)nc2ccccc21 (stereo not drawn)	7	-3	-4	8	-0.98	-23	0.8	1.1	4
O=C(NNC(=S)Nc1cccc(C(F)(F)F)c1)c1ccccc1Cl	-5	9	0	-21	1.3	-17	3.0	1.9	10
c1ccc(Oc2nc(N3CCOCC3)nc(N3CCOCC3)n2)cc1	-14	-5	15	18	.	-15[20 µM]	-1.1	0.4	15
N#CNC1=NCN(Cc2ccccc2)CN1	0	6	4	26	.	-34	1.8	1.1	1
Cc1csc(NC(=O)CCS(=O)(=O)c2ccc(Br)cc2)n1	-19	4	-8	-20	1.1	-10[20 µM]	3.1	1.9	7[5 µM]
O=C(CSCc1cccc(Br)c1)N1CCOCC1	-1	5	-3	-6	.	-25	0.4	0.4	-12
COc1ccc(/C=N/NC(=O)c2c(C)nc3ccccn23)cc1[N+](=O)[O-]	-4	-34	0	20	0.16	-9	0.7	-0.1	8
COc1ccc(OC)c(/C=N/NC(=O)c2[nH]nc3c2CCc2ccccc2-3)c1	-11	-6	-12	-476	-0.68	-5	-1.1	-0.6	11
C/C(=N\O)C1CCCCC1	-18	1	-2	-6	0.71	-8	1.0	0.7	-5
CCOC(=O)C1=C(C)NC(=O)CC1c1ccccc1 (stereo not drawn)	-1	6	-6	-37	.	-5[20 µM]	-1.4	0.0	2
O=C1CCCc2c1[nH]c1ccc(CN3CCCCC3)cc21	-12	-14	0	-118	-5.1*	6	0.3	1.1	13

The order is random, and some 3.6% of all compounds hit somewhere here.
